Screening results from PubChem BioAssay.
RSV antiviral HEp-2: inhibition of RSV-induced cytopathic effect – HEp-2 cells, primary 10 µM value included (AID 2391); one-dose CPE inhibition, % at 10 µM; IC50 in µM for titrated hits; hit rate 0.13% among 310,000; HEp-2 cells, RSV-induced CPE inhibition; higher % means a stronger effect; in the data active = a potency from the dose series; inconclusive = CPE inhibition mostly from about 23% at the one dose, without a potency; inactive = the rest, 99 in 100 with CPE inhibition below about 21%; note: strong numbers were not always called active
XIAP antagonists: XIAP antagonists, biochemical, IAP family, fluorescence polarization (AID 1018). XIAP BIR domain, fluorescence polarization peptide displacement; higher % means a stronger effect. displacement, % at 20 µM; hits with a dose series show IC50 in µM. hit rate 0.007% among 200,000; in the data active = displacement above about 50%; note: a part of the inactive calls stands beside numbers as strong as those of hits
Salmonella PhoP GFP: inhibitors of PhoP regulon expression, primary screen, Salmonella Typhimurium, GFP reporter (AID 1863); S. Typhimurium PhoP-regulated promoter GFP reporter, 4 h; higher % means a stronger effect; inhibition, % at 50 µM, or IC50 in µM where a hit was titrated; hit rate 0.16% among 300,000;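 active = inhibition over 29.93%, a cutoff 3 SD above the screen mean, later confirmed by dose response; inconclusive = inhibition over 29.93% but no dose response follow-up; inactive = inhibition at most 29.93% or unconfirmed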;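 note: 0% = low Mg2+ inducing control and 100% = high Mg2+ repressing control; strong numbers were not always called active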
WT yeast gro inh: growth inhibition of WT yeast, mitochondrial fusion screen; mitochondrial fusion phenotypic screen, WT strain; inhibition, % at 10 µM; hit rate 2.1% among 190,000; AID 1362; in the data active = inhibition above about 58%; tested in S. cerevisiae
Myeloid diff 2: myeloid differentiation induction | ER-HoxA9 myeloid progenitors, lysozyme-GFP differentiation, flow cytometry | AID 624256 | calls only at 10 µM | hit rate 1% among 360,000;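 active = normalized GFP-positive differentiation at or above the plate's own cutoff, the solvent-only control mean plus 3 SD; inconclusive = no clear call, values can overlap the other calls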;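 note: cells exposed to compound for four days before flow analysis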
TNAP activation fold: stimulation of alkaline phosphatase TNAP activity – biochemical, luminescent, no phosphate acceptor, uHTS, primary screen (AID 1001) | hit rate 0.03% among 200,000 | purified TNAP, luminescent activation assay, no phosphate acceptor; higher activation fold means a stronger effect | activation fold at 20 µM, or EC50 in µM where a hit was titrated; in the data active = activation fold from about 3, or a potency from the dose series; inactive = the rest, 99 in 100 with activation fold below about 1.6; note: many of its hits are not listed in these tables
SIAH1 antagonists: blockers of Siah-1 interaction with plectin peptide – biochemical, fluorescence polarization, rhodamine-plectin, uHTS, primary screen (AID 1817); Siah-1 / rhodamine-plectin peptide fluorescence polarization; higher % means a stronger effect; one-dose displacement, % at 20 µM; IC50 in µM for titrated hits; hit rate 0.02% among 290,000;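 active = displacement of at least 50% at 20 µM, with a fluorescence ratio check between 0.3 and a set limit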;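 note: plate controls were Siah plus tracer with DMSO for no effect and tracer alone without Siah for full effect; strong numbers were not always called active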
human PMI inhibitors: MPI inhibition at elevated mannose 6-phosphate – biochemical, fluorescence intensity, high mannose 6-phosphate, primary screen (AID 1220); recombinant PMI enzyme, coupled fluorescence intensity; higher % means a stronger effect; one-dose inhibition, % at 20 µM; IC50 in µM for titrated hits; hit rate 0.66% among 190,000
PMI inhibitors: MPI enzyme activity inhibition – biochemical, fluorescence intensity, coupled assay, primary screen (AID 1209). inhibition, % at 20 µM; hits with a dose series show IC50 in µM. purified PMI enzyme, coupled fluorescence intensity; higher % means a stronger effect. hit rate 0.42% among 190,000;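 note: plate controls were DMSO vehicle for no effect and wells lacking substrate for full effect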
WT yeast gro inh mutant strain: second read-out of WT yeast gro inh, no call of its own (marks repeat the call); inhibition, %; mitochondrial fusion phenotypic screen, mutant strain inhibition
Myeloid diff 2 GFP+ MAC1+ %: further read-out of Myeloid diff 2, marked with its call; GFP+ MAC1+ double positive, %; measured here: differentiation confirmed by MAC1 staining
* marks the source's active call; other numbers are inactive results; i = inactive; u = inconclusive; x = not tested or not shown. Cut-off read from the data, not from the text of the source, unless noted: active = inhibition above about 50%; inactive = the rest.

SMILES | RSV antiviral HEp-2 | XIAP antagonists | Salmonella PhoP GFP | WT yeast gro inh | WT yeast gro inh mutant strain | Myeloid diff 2 | Myeloid diff 2 GFP+ MAC1+ % | TNAP activation fold | SIAH1 antagonists | human PMI inhibitors | PMI inhibitors
COc1ccccc1Cn1c(SCC(N)=O)nc2c(oc3ccccc32)c1=O | x | -5.3% | -2% | -22 | -8 | i | 1.3 | 1.2 | 0% | 4% | 4%
CCOC(=O)CN1CC23C=CC(O2)C(C(=O)O)C3C1=O (stereo unspecified) | 4.3% | -3.5% | -1% | 11 | 2 | i | 1.8 | 1.2 | -4% | -5% | 3%
Cc1nc(SCC(=O)Nc2nc3ccccc3s2)n[nH]1 | 17% | x | 6% | x | x | i | 2.2 | x | -1% | x | x
Cc1cccc2sc(NC(=O)CSc3nc4ccccc4o3)nc12 | 13% | 0.4% | 3% | 11 | 4 | i | 1.2 | 1 | 1% | -1% | -4%
NC(=O)c1cc(S(=O)(=O)NCCc2ccccc2)cs1 | 5.8% | x | -8% | x | x | i | 3.5 | x | 1% | x | x
CCOc1ccc(C2C(C(=O)/C=C/c3ccco3)=C(O)C(=O)N2CCN2CCOCC2)cc1OC (stereo unspecified) | 1.7% | -11% | 3% | 9 | -1 | i | 0.7 | 0.9 | -8% | 33% | -28%
Cc1[nH]c(=O)c(C#N)c(C)c1CCC(=O)NCc1cccc(C(F)(F)F)c1 | 0.7% | x | -4% | x | x | i | 0.4 | x | -8% | x | x
CCS(=O)(=O)N1CCN(S(=O)(=O)c2ccc(S(=O)(=O)NC3CC3)cc2)CC1 | 0.9% | x | -3% | x | x | i | 0.7 | x | -2% | x | x
COc1ccc(N2CCN(Cc3nc(-c4ccc(Cl)cc4Cl)no3)CC2)cc1 | 4.9% | -5.4% | 2% | 42 | 19 | i | 0.6 | 1.1 | 1% | 11% | 0%
CCOc1cc(CN2CCN(CCOCCO)CC2)ccc1OC | -0.8% | -1.3% | 21% | 4 | 4 | i | 1.6 | 1.1 | 8% | -7% | -6%
O=C(c1ccc(Cl)c(S(=O)(=O)N2CCCCCC2)c1)N1CCOCC1 | 2.1% | -4.1% | -4% | 6 | -10 | i | 0.3 | 1.1 | 4% | -6% | -2%
CC1CN(c2ccc([N+](=O)[O-])c(NCCOc3ccc(Cl)cc3)c2)CC(C)N1 (stereo unspecified) | -2.6% | x | 3% | x | x | i | 0.1 | x | 4% | x | x
O=C(NCc1ccccc1Cl)c1ccc(CS(=O)Cc2ccc(Cl)cc2)o1 (stereo unspecified) | u | x | -14% | x | x | i | 1.4 | x | 8% | x | x
Cc1ccc(/C=C/C(=O)NC2CCCCCCC2)o1 | 2.2% | -8.6% | 7% | -6 | -2 | i | 0.9 | 1.1 | 0% | -24% | -12%
COc1ccc(Oc2c(C)oc3c(CN(C)C)c(O)ccc3c2=O)cc1 | 2.3% | -2.5% | 12% | -3 | -3 | i | 6.9 | 1 | -3% | -7% | -5%
CC(C)N1CC(C(=O)O)CC1=O (stereo unspecified) | 0.5% | -8.5% | 12% | -5 | -6 | i | 9.6 | 1.1 | 0% | -6% | -6%
CCOC(=O)c1ccc(NC(=S)NC(=O)c2nn(CC)cc2Br)cc1 | 3.0% | -3.4% | 3% | 3 | 10 | i | 1.4 | 1 | 6% | -10% | -16%
COc1ccc(N2C(=O)C(CC(=O)Nc3ccccc3)N(Cc3cccs3)C2=O)cc1 (stereo unspecified) | 1.3% | -6.9% | -5% | 0 | 2 | u | x | 1.1 | -2% | -1% | 4%
COc1cccc(CNC(=O)C2CCN(S(=O)(=O)N3CCCC3)CC2)c1 | 0.1% | -1.9% | -3% | 15 | 15 | i | 2.1 | 1.1 | 3% | 9% | 12%
Cc1ccc(N2CC(C(=O)NCCCn3ccnc3)CC2=O)cc1 (stereo unspecified) | 4.2% | -1.5% | -2% | -4 | 16 | i | 1.7 | 1.1 | -1% | -7% | -6%
C1=Nc2c(NCc3ccccc3)ncnc2Oc2ccccc21 | 21% | -1.1% | 6% | 28 | 27 | i | 1.2 | 1.1 | 2% | 6% | 5%
COC(=O)c1cc(-c2c(-c3ccc4c(c3)OCO4)noc2-c2ccsc2)cc([N+](=O)[O-])c1 | -0.8% | x | 4% | x | x | i | 1.8 | x | -5% | x | x
CCOC(=O)C1CCCN(C(=O)c2cn(CC)c3ccc(S(=O)(=O)N(C)C)cc3c2=O)C1 (stereo unspecified) | 0.3% | -1.5% | 0% | 7 | -2 | i | 1.4 | 1 | -1% | 2% | 10%
C=CCc1ccc(OCCCCN2CCC(C)CC2)c(OC)c1 | -1.8% | -5.7% | -2% | 11 | 25 | i | 0.2 | 1.2 | -5% | 0% | 17%
O=C(COc1ccc(Br)cc1)N/N=C1/SCC(=O)N1Cc1ccco1 | 13% | 1.6% | 9% | 0 | -5 | i | 0.4 | 1.1 | -5% | 8% | 10%

Filtered by structure, the entries above with a furan ring, fused or not
SMILES | RSV antiviral HEp-2 | XIAP antagonists | Salmonella PhoP GFP | WT yeast gro inh | WT yeast gro inh mutant strain | Myeloid diff 2 | Myeloid diff 2 GFP+ MAC1+ % | TNAP activation fold | SIAH1 antagonists | human PMI inhibitors | PMI inhibitors
COc1ccccc1Cn1c(SCC(N)=O)nc2c(oc3ccccc32)c1=O | x | -5.3% | -2% | -22 | -8 | i | 1.3 | 1.2 | 0% | 4% | 4%
CCOc1ccc(C2C(C(=O)/C=C/c3ccco3)=C(O)C(=O)N2CCN2CCOCC2)cc1OC (stereo unspecified) | 1.7% | -11% | 3% | 9 | -1 | i | 0.7 | 0.9 | -8% | 33% | -28%
O=C(NCc1ccccc1Cl)c1ccc(CS(=O)Cc2ccc(Cl)cc2)o1 (stereo unspecified) | u | x | -14% | x | x | i | 1.4 | x | 8% | x | x
Cc1ccc(/C=C/C(=O)NC2CCCCCCC2)o1 | 2.2% | -8.6% | 7% | -6 | -2 | i | 0.9 | 1.1 | 0% | -24% | -12%
O=C(COc1ccc(Br)cc1)N/N=C1/SCC(=O)N1Cc1ccco1 | 13% | 1.6% | 9% | 0 | -5 | i | 0.4 | 1.1 | -5% | 8% | 10%

The list continues.
SMILES | RSV antiviral HEp-2 | XIAP antagonists | Salmonella PhoP GFP | WT yeast gro inh | WT yeast gro inh mutant strain | Myeloid diff 2 | Myeloid diff 2 GFP+ MAC1+ % | TNAP activation fold | SIAH1 antagonists | human PMI inhibitors | PMI inhibitors
Cc1ccc(NC2SC(=O)N(Cc3cccc(C(=O)O)c3)C2=O)cc1 (stereo unspecified) | 1.1% | -6.3% | 0% | -1 | -17 | i | 0.7 | 1.1 | 1% | -4% | -8%
CS(=O)(=O)N(CC(=O)N1CCCCCC1)c1cccc([N+](=O)[O-])c1 | 0.6% | x | 0% | x | x | i | 0.1 | x | -1% | x | x
O=C1CNC(=O)N1c1ccc(Cl)cc1 | 5.0% | x | 3% | x | x | i | 0.4 | x | 1% | x | x
CN1CCN(NC(=S)Nc2ccc(Oc3ccccc3)cc2)CC1 | 3.5% | -1.3% | 6% | 2 | 6 | i | 0.1 | 1 | 0% | 6% | 2%
O=C(CCC(=O)NNc1nc2ccccc2c2nc(-c3ccccc3)nn12)NCCCN1CCCC1=O | 0.7% | 0.2% | 6% | 13 | -6 | i | 0.3 | 1.1 | 0% | 20% | 13%
Cc1cc(C(=O)N2CCC(C(=O)O)CC2)c(C(F)(F)F)o1 | 1.2% | x | -10% | x | x | i | 0.3 | x | 2% | x | x
N#CC1=C(N)NC(SCC(=O)O)=C(C#N)C12CCCC2 | 0.3% | -3.3% | -4% | 10 | 0 | i | 0.8 | 1.1 | -3% | 19% | 10%
CC(C)C1COC(c2cccn2Cc2ccccc2Cl)=N1 (stereo unspecified) | 1.9% | -2.2% | 2% | 65* | 27* | i | 0.3 | 1 | 1% | -6% | -4%
CCOc1ccc(CCNC(=O)c2ccc3ccccc3n2)cc1OCC | 2.7% | x | -6% | x | x | i | 0.4 | x | 2% | x | x
Cc1ccc(-c2ccc(SCC(=O)Nc3ccc4c(c3)OCCO4)nn2)cc1 | 4.9% | -5.0% | -5% | 2 | 17 | i | 0.7 | 1.1 | 27% | 0% | 12%
COc1ccccc1S(=O)(=O)Cc1ccc(C(=O)NC2CCCCCC2)o1 | 2.1% | x | -1% | x | x | i | 2.1 | x | 4% | x | x
COC(=O)c1ccc(S(=O)(=O)N2CCC(c3nc4ccccc4o3)CC2)cc1 | -0.1% | -12% | 9% | -6 | -16 | i | 1.8 | 1.1 | -1% | -1% | -2%
CCCc1nc2oc3c(NCc4ccccn4)ncnc3c2c2c1COC(C)(C)C2 | 2.9% | -4.4% | -5% | 5 | -7 | i | 1.4 | 1 | -2% | 19% | 20%
CC(=O)Nc1ccc(S(=O)(=O)N2CCC(c3nc4ccccc4[nH]3)CC2)cc1 | 2.0% | -9.9% | 14% | -7 | 12 | i | 8.0 | 1.1 | -5% | -4% | 0%
Cc1ccc(NC(=O)Cc2noc3ccccc23)c(C)c1 | 0.8% | -0.2% | 2% | 0 | -3 | i | 0.3 | 1.1 | 0% | 0% | 2%
O=C(c1ccccc1)c1ccc(OCCO)cc1 | 4.2% | -8.2% | 4% | -16 | -13 | i | 0.4 | 1.1 | 12% | -3% | -2%
CCc1nnc(NC(=O)c2ccc(S(=O)(=O)N(CC(C)C)CC(C)C)cc2)o1 | -2.0% | -8.0% | 0% | 72* | -18* | i | 2.7 | 1 | -3% | -19% | -29%
CCN(CC)CCn1c(=N)n(CC(O)COc2ccccc2)c2ccccc21 (stereo unspecified) | -2.7% | x | 11% | x | x | i | 0.7 | x | -6% | x | x
CCOC(=O)c1[nH]c(C)c(C(=O)NCc2ccco2)c1C | 0.1% | -7.7% | -1% | -1 | 10 | i | 1.6 | 1.1 | -3% | 3% | 0%
Nc1ccc(-c2nc3cc(N)ccc3n2CCO)cc1 | -0.3% | x | 5% | x | x | i | 1.0 | x | -3% | x | x
O=C(NCCCN1CCOCC1)c1cccnc1SCc1ccccc1Cl | 0.1% | -8.3% | -9% | -10 | -11 | i | 0.5 | 1.1 | -2% | 4% | 5%

One compound at a time, as listed above. Order of values: RSV antiviral HEp-2	XIAP antagonists	Salmonella PhoP GFP	WT yeast gro inh	WT yeast gro inh mutant strain	Myeloid diff 2	Myeloid diff 2 GFP+ MAC1+ %	TNAP activation fold	SIAH1 antagonists	human PMI inhibitors	PMI inhibitors
`CN1CCN(NC(=S)Nc2ccc(Oc3ccccc3)cc2)CC1` in the list: 3.5%	-1.3%	6%	2	6	i	0.1	1	0%	6%	2%
`Cc1cc(C(=O)N2CCC(C(=O)O)CC2)c(C(F)(F)F)o1` in the list: 1.2%	x	-10%	x	x	i	0.3	x	2%	x	x
`Cc1ccc(-c2ccc(SCC(=O)Nc3ccc4c(c3)OCCO4)nn2)cc1` in the list: 4.9%	-5.0%	-5%	2	17	i	0.7	1.1	27%	0%	12%
`CCOC(=O)c1[nH]c(C)c(C(=O)NCc2ccco2)c1C` in the list: 0.1%	-7.7%	-1%	-1	10	i	1.6	1.1	-3%	3%	0%
`Cc1ccc(NC2SC(=O)N(Cc3cccc(C(=O)O)c3)C2=O)cc1` (stereo unspecified) in the list: 1.1%	-6.3%	0%	-1	-17	i	0.7	1.1	1%	-4%	-8%
